# Bioassay records as filed in PubChem BioAssay.
# Rad51 HR inh = human RAD51 strand exchange inhibitors, primary screen, biochemical, fluorescence; inhibition, % at 10 µM; hRad51 DNA strand exchange, fluorescence dequenching; 200,000 tested, 0.085% active; DNA repair protein RAD51 homolog 1 (Homo sapiens), Q06609;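 active = inhibition above 40% at the single screening dose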;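 note: 0% = DMSO control wells and 100% = blanks with heterologous ssDNA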
# Target sequence (Q06609 whole entry, looked up): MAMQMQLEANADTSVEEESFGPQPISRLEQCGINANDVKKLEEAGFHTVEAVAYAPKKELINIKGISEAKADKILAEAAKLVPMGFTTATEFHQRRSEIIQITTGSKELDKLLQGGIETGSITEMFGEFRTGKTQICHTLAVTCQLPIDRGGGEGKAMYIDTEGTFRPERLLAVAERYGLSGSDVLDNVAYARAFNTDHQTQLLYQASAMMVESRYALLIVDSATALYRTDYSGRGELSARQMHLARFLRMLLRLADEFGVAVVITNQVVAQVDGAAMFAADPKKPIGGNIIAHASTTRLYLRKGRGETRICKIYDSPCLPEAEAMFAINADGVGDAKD
#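 Material: hRad51 filaments on single-stranded DNA; Reagent: Donor/quencher-labelled 47-bp dsDNA substrate; Compound: 10 µM final, single point; Schedule: 37 °C 15-min filament assembly, 30-min compound preincubation, 15-min exchange; Technique: FRET fluorescence, excitation 485 nm, emission 520 nm; Benchmarks: control wells and blank wells on each plate.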
# Tb hexokinase = Trypanosoma brucei hexokinase 1 inhibitors, primary screen, biochemical, G6PDH-coupled NADH absorbance, MLSCN library. AID 1430, 2008. 220,000 tested, 0.11% active. inhibition, % at 10 µM. recombinant TbHK1, G6PDH-coupled NADH A340;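 active = inhibition of 50% or more in the single-dose primary screen; inactive = inhibition below 50%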
# 14-3-3 Bad PPI = inhibitors of 14-3-3 zeta/Bad binding, primary screen, biochemical, TR-FRET, bovine 14-3-3 zeta; TR-FRET 14-3-3zeta/Dy647-pBad peptide displacement, 1 h; 14-3-3 protein zeta/delta (Bos taurus), P63103; AID 781, 2007; inhibition, % at 21.7 µM; 220,000 tested, 0.71% active;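 active = inhibition above about 70%, limit read from the data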;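 note: 0% = full 14-3-3 plus peptide FRET controls and 100% = background without 14-3-3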
# Target sequence (P63103 whole entry, looked up): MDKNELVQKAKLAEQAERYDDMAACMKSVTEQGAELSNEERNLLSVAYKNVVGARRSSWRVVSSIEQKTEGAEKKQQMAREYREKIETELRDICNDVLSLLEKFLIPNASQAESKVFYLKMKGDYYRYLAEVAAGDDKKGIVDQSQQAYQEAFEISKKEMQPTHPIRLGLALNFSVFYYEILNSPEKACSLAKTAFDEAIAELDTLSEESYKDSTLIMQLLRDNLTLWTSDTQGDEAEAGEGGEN
# eIF4E-4G inh = eIF4E–eIF4G protein interaction inhibitors, primary screen, biochemical, uHTS, TR-FRET, eIF4GI fragment. Eukaryotic translation initiation factor 4E (Mus musculus) + Eukaryotic translation …. 220,000 tested, 0.37% active. inhibition, % at 21.7 µM. TR-FRET eIF4E-eIF4GI(517-606) binding, 2 h;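 active = inhibition above about 30%, limit read from the data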;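 note: 0% = full FRET control wells and 100% = background wells lacking eIF4GI fragment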
# EP2 mod = EP2 receptor modulators, cAMP readout, primary screen, cell-based, HTRF cAMP, PGE2 stimulation. Prostaglandin E2 receptor EP2 subtype (Homo sapiens), P43116. EP2-expressing cells, cAMP HTRF FRET, PGE2 co-stimulation. induction, % at 25 µM. 260,000 tested, 0.83% active. AID 940, 2007;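 active = compounds whose cAMP rise, as percent of the full-agonist control response, exceeds 60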;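 note: rat C6 glioma line stably carrying human EP2 under a CMV promoter; the protocol text gives 20 µM as final concentration; 100% = response of wells given 1 µM PGE2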
# Hck-Nef inh = inhibitors of Nef-activated human Hck kinase, primary screen, biochemical, Z-Lyte FRET, 384-well, Hck-YEEI; inhibition, % at 20 µM; AID 463187, 2010; Recombinant Hck-YEEI plus Nef, Z-Lyte FRET kinase assay; Tyrosine-protein kinase HCK (Homo sapiens), P08631; 220,000 tested, 0.68% active;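 active = Hck-Nef kinase inhibition above about 50%, limit read from the data; inactive = inhibition below that limit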;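 note: 0% = DMSO with Hck plus Nef and 100% = Hck alone without Nef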
# Target sequence (P08631 whole entry, looked up): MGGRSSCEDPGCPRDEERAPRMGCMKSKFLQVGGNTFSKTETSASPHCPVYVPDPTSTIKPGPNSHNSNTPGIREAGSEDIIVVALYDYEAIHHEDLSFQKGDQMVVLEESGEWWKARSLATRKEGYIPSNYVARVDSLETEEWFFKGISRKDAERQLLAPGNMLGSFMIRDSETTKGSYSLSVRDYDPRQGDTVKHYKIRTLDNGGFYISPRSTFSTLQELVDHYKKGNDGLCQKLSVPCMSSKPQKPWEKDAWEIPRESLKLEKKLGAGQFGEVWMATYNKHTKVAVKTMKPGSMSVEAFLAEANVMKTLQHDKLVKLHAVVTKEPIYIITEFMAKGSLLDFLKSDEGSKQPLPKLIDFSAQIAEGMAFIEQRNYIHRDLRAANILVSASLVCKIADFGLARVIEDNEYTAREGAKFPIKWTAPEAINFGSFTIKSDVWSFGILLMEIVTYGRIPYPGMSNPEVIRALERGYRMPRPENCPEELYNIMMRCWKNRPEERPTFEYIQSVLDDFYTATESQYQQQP
# zVAD death inh = inhibitors of zVAD-triggered necroptosis, primary screen, L929 cells. viability rescue, % at 10 µM. L929 zVAD necroptosis rescue, ATP luminescence, 24 h; with zVAD 60 µM. 220,000 tested, 0.38% active;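 active = activation, scaled between plate controls, above about 75%, limit read from the data; inactive = activation under that limit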;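 note: 0% = zVAD with DMSO and 100% = DMSO alone without zVAD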
# m-calpain inh = inhibitors of pig calpain II, primary screen, biochemical, fluorogenic peptide substrate, 1536-well. purified calpain II, 30 min. inhibition, % at 16 µM. 220,000 tested, 0.37% active. AID 1236, 2008;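 active = inhibition above about 50%, limit read from the data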
# PGE2 EP2 inh = human EP2 receptor antagonists, primary screen, TR-FRET cAMP, C6 glioma cells; Prostaglandin E2 receptor EP2 subtype (Homo sapiens), P43116; inhibition, % at 25 µM; 260,000 tested, 0.52% active; C6 glioma cells expressing human EP2; cells stimulated with saturating PGE2; AID 1422, 2008;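 active = percent inhibition above 40 after rounding to a whole number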;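 note: rat C6 glioma host cells with rolipram phosphodiesterase inhibitor present; the protocol text gives 20 µM as final concentration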
# * = called active by the depositor; x = not tested or not shown; [ ] = remark or other dose. These rows are one share of the data, so the mix of outcomes need not match the whole.
# Every second line gives: EP2 mod, PGE2 EP2 inh, eIF4E-4G inh, Tb hexokinase, 14-3-3 Bad PPI, m-calpain inh, zVAD death inh, Rad51 HR inh, Hck-Nef inh
Nc1cccc([N+](=O)[O-])c1
    -6.6, 6.2, 3.5, -1.8, -3.5, 6.3, 0.3, x, 7.5
CCOc1ccc(NC(=O)CC2C(=O)N(c3ccccc3)C(=S)N2Cc2ccccn2)cc1 (stereo not given)
    4.1, 13.3, -0.1, -3.2, 4.6, -39.9, 0.9, -1.4, -1.9
Cc1ccc(C(=O)N/C(=C\c2ccc3c(c2)OCO3)C(=O)Nc2ccc(C(=O)O)cc2)cc1
    9.7, 2.6, -2.0, -19.9, -0.9, 18.2, 2.1, -1.4, 2.3
CCCCNC(=S)Nc1cccc(C(C)=O)c1
    11.2, 4.8, 2.2, -4.5, -6.0[fluorescence artefact?], 12.3, x, 18.6, 2.9
COC(=O)C(C)(C(=O)OC)c1ccc([N+](=O)[O-])cn1
    8.8, 8.3, -2.4, -3.3, 7.0[fluorescence artefact?], -36.1, 0.4, -3.8, 0.9
CNS(=O)(=O)c1cccc(C(=O)OCc2cc(C(C)=O)ccc2OC)c1
    -56.1, 8.9, -0.2, -5.0, -11.2, -15.2, 0.5, 14.0, 38.9
CCOC(=O)C1CCN(c2ncnc3cc(OC)c(OC)cc23)CC1
    31.7, 0.1, 2.7, -27.9, 4.9, -8.5, -0.7, x, 18.9
Cc1ccn(C)c(=N)c1
    7.6, 6.1, -0.9, -11.9, 5.5, -12.9, 0.7, 17.0, 1.2
Clc1ccc(CNc2nc(N3CCOCC3)nc(N3CCOCC3)n2)cc1
    28.8, 8.2, -3.9, -9.6, 17.4, 4.5, 0.4, -3.1, -2.5
CCN(CC)S(=O)(=O)c1ccc(C)c(NC(=O)COC(=O)c2ccc(C)c(S(=O)(=O)N3CCOCC3)c2)c1
    -23.5, 4.4, -2.4[fluorescence artefact?], -11.9, 12.3[fluorescence artefact?], -0.5, 0.3, 2.3, 2.5
COc1ccc(C(=O)c2c[nH]c(C(=O)NCc3cccnc3)c2)cc1
    -48.9, 19.3, -1.4, 2.5, 2.3, 25.6, 0.1, -4.3, 0.7
Nc1c(C(=O)N/N=C/c2ccc([N+](=O)[O-])cc2)sc2nnc(-c3ccccc3)c(-c3ccccc3)c12
    -24.6, 9.1, -6.0, -10.5, 2.1, -5.0, 0.6, 5.9, 32.0
CCn1c2ccccc2c2cc(/C=N/NC(=O)c3cc(O)cc(O)c3)ccc21
    -44.0, 6.7, 2.1, -1.2, 7.1, -84.7, 72.8, 0.0, 36.1
Cc1c(NC(=O)CSc2nnc(Nc3ccccc3)s2)c(=O)n(-c2ccccc2)n1C
    12.4, 9.3, 6.0, -6.4, 1.6, -7.6, 0.6, -5.6, 2.0
COc1ccc2c(c1)CC/C2=N\OC(=O)c1cccc(C)c1
    -2.8, 6.2, -0.7, -0.8, 0.6, 9.4, 1.2, 4.5, 1.9
Cc1nc(C(=O)NNC(=O)c2ccccc2)c(C(F)(F)F)o1
    -15.4, 10.2, 1.6, -17.0, -6.0, -17.7, -0.7, 7.7, 7.5
COc1ccc(Cc2noc(CN(C)CC3CCN(Cc4ccccc4)CC3)n2)cc1OC
    2.6, 7.5, -4.7, -4.8, -10.9, -19.1, -1.2, x, 13.2
Cc1cc(N2CCN(Cc3cn(C)nc3-c3ccccc3F)CC2)cc(C)n1
    -24.0, 2.9, -5.9, 0.8, -0.3, -9.7, -2.3, 0.5, 15.9
COc1ccccc1NC(=O)CSc1nc(O)cc(=O)[nH]1
    16.8, 6.0, 5.3, -3.8, 4.7, -12.7, -1.0, 5.9, 1.6
COc1ccc(-c2c3c(=O)n(C)c(=O)n(C)c3cn2-c2cc(OC)ccc2OC)cc1
    22.5, 8.3, 4.9, -13.6, -17.6, -50.2, 0.3, 7.6, -0.3

# (cont.)
# Every second line gives: EP2 mod, PGE2 EP2 inh, eIF4E-4G inh, Tb hexokinase, 14-3-3 Bad PPI, m-calpain inh, zVAD death inh, Rad51 HR inh, Hck-Nef inh
CCCn1c(SCC(=O)Nc2nc(C)c(C(=O)OC)s2)nnc1C(C)C
    28.9, 5.5, -3.9, 9.5, -9.8, 1.5, -0.1, 3.9, 1.0
COC(=O)Cc1ccc(NC(=S)NCc2ccc(Cl)cc2)cc1
    -15.3, 9.8, -2.2, -1.1, -7.9, 23.3, 0.6, -0.6, -0.1
Cc1cc(C)cc(-c2nc(-c3ccncc3)no2)c1
    39.8, 12.2, 1.9, -6.3, 5.0, 7.7, 0.3, 0.6, 3.9
COCCn1c(N)c(N(Cc2ccccc2)C(=O)c2cc3ccccc3o2)c(=O)[nH]c1=O
    -11.0, 6.5, 2.8, 0.0, -8.4, 7.2, -0.4, 2.3, -0.8
COc1ccc(-c2nc3c4ccccc4ccn3c2CN2CCOCC2)cc1OC
    9.8, 6.6, 1.3, -15.9, 2.4, -72.2, 0.7, -5.8, 20.7
CN1CCN(S(=O)(=O)c2ccc(NC(=O)c3ccco3)cc2)CC1
    16.3, 8.8, -2.8, 3.0, 3.8, 13.5, 0.1, 3.3, 2.7
COc1ccccc1N1CCN(CCCNC(=O)Nc2ccccc2)CC1
    6.7, 6.3, 3.0, -1.6, -2.2, 0.7, -0.5, 5.0, 7.7
CSc1nc(N2CCOCC2)c2c(c1C#N)CC(C)(C)OC2
    27.6, 17.2, -0.6, -17.1, 2.5, 3.8, -0.1, 14.3, -1.8
CC(C)C1COC(c2cccc3ccccc23)=N1 (stereo not given)
    -16.1, 0.2, 7.0, -1.5, -1.5, 10.3, 0.5, -2.6, -16.3
COC(=O)[C@H](C)NC(=O)Nc1ccc(S(N)(=O)=O)cc1
    1.9, -4.2, 5.7[fluorescence artefact?], -0.5, 5.7[fluorescence artefact?], -13.9, 1.2, 3.0, 1.3
COc1ccc(OCC(=O)N2CCN(C(=O)c3ccco3)CC2)cc1
    1.3, 5.6, -2.3, 0.0, 7.1, -11.7, -0.1, 5.2, -1.2
Cc1ccc(-c2nc(-c3ccccn3)no2)cc1[N+](=O)[O-]
    -21.8, 4.5, -6.7, -9.9, -8.1, -7.9, -0.2, x, 19.3
Cc1cc(-c2csc(NC(=O)c3ccc(=O)[nH]c3)n2)c(C)n1Cc1ccccc1
    -84.2, 2.9, 4.1, 2.7, -12.2, -65.2, 0.6, -4.4, 42.5
O=C(NC1=NCCS1)c1sc2cc(F)ccc2c1Cl
    -2.7, 11.4, -1.9, -9.5, 6.2[fluorescence artefact?], 6.8, 0.6, 7.6, 1.6
Cn1c(NC(=O)/C=C/c2ccccc2)cc(=O)n(C)c1=O
    -7.5, 10.3, -2.6, -27.8, 4.1, -9.7, 2.0, -0.7, -0.1
CCCCN(CC)C(=O)c1ccccc1Oc1ccccc1
    39.5, 7.3, 11.5, 1.5, -17.2[fluorescence artefact?], -2.2, -0.6, -0.1, 3.4
Cc1ccccc1C(=O)OC1OC(=O)C(Cl)=C1Nc1ccccc1 (stereo not given)
    5.8, 4.1, 2.1, 15.7, -2.9, -2.9, -0.1, -17.6, 18.6
O=C(Nc1ccc(S(=O)(=O)N2CCOCC2)cc1)C1CCCCC1
    -6.8, 8.6, 0.4, 3.4, -8.9, 18.9, 0.4, -1.0, 6.3
COc1ccc(CNC(=O)c2cccnc2SC)cc1OC
    11.2, 4.0, 3.9, -4.5, -5.2, 1.2, 0.4, x, -0.5
Cc1ccc(CNC(=O)[C@H](C)[C@H]2C[C@]2(C)[C@H](NC(=O)OCc2ccccc2)c2ccccc2)o1
    11.9, 10.6, 1.6, 1.2, -6.2, -4.0, -0.7, -1.7, -2.6

# The list continues:
# Every second line gives: EP2 mod, PGE2 EP2 inh, eIF4E-4G inh, Tb hexokinase, 14-3-3 Bad PPI, m-calpain inh, zVAD death inh, Rad51 HR inh, Hck-Nef inh
C=CCOC(=O)C1=C(C)OC(N)=C(C#N)C1c1ccc2c(c1)OCO2 (stereo not given)
    27.7, 9.1, 0.4, -2.2, 2.8, -10.0, 0.3, -7.4, 4.8
COCCn1nnnc1C(c1ccccc1)N1CCN(C)CC1 (stereo not given)
    16.6, 4.9, -6.0[fluorescence artefact?], 2.5, 72.4*, 11.8, -0.4, 17.6, 0.4
O=Cc1c(-[n+]2ccccc2)nc([O-])n1-c1ccccc1
    9.7, 22.2, -4.6, -12.9, -0.7, -5.6, -0.8, -8.1, -1.7
Cc1cc(=O)oc2cc(OCc3ccc(C(=O)OCC(=O)Nc4ccccc4OC(F)F)cc3)ccc12
    -0.5, 7.0, 6.1, -2.6, 27.3, -13.9, 0.6, 23.6, 11.7
O=c1c2c3c(sc2n2cnnc2n1Cc1ccccc1)CN(Cc1ccccc1)CC3
    x, 16.5, x, -1.7, x, x, -0.4, -9.0, 6.6
Oc1ccc(Cl)cc1CNn1cnnc1
    1.1, 0.1, 3.0, 7.8, 0.7, 22.5, -0.8, -6.8, 9.6
O=C1c2ccccc2C(=O)N1CCSc1n[nH]c(=S)s1
    10.9, x, 15.7, 6.7, 24.2, -21.5, 0.3, x, -22.1
CCN(CC)S(=O)(=O)c1ccc(C(=O)Nc2ncn(Cc3ccccc3)n2)cc1
    16.9, 3.6, -12.2, 63.7*, -11.8, 6.6, 0.1, 4.1, 6.6
CCOc1ccccc1NC(=O)C(=O)N/N=C/c1ccc([N+](=O)[O-])cc1
    4.3, 9.2, -1.1, -11.6, -6.7, -10.5, 5.8, 5.1, -31.5
CC1(C)Cc2c(cnn2-c2ccccc2)-c2c1c1ccccc1n2CC(O)CCl (stereo not given)
    49.2, 9.2, 2.5[fluorescence artefact?], -9.6, -12.1, -212.9, 0.7, -4.2, 0.1
c1ccc2c(N3CCOCC3)nc(N3CCOCC3)nc2c1
    9.6, 17.2, 8.7[fluorescence artefact?], -8.8, 60.6[fluorescence artefact?], -447.4, -0.3, -0.9, 11.6
COc1ccc(CCCc2nnc(SCC(=O)Nc3ncc(C)s3)o2)cc1
    -2.9, 2.4, 7.5, -0.3, -1.8, -5.5, 0.1, -2.2, 2.4
COc1cccc(COCC(O)Cn2cnc3cc(C)c(C)cc32)c1 (stereo not given)
    -18.3, 4.5, -3.6, 0.0, 8.0, 9.9, 0.5, -4.0, 7.5
Cc1cc(-c2ccco2)n(CC(=O)NCCCc2ccccc2)n1
    3.8, 7.9, 0.9, -0.3, 2.9, 6.8, 1.1, -1.8, -6.1
CC(C)c1nc(SCC(=O)N2CCOCC2)c2c(=O)n(C)c(=O)n(C)c2n1
    15.3, 13.2, 5.4[fluorescence artefact?], -7.8, 3.1[fluorescence artefact?], -27.4, -0.1, 3.0, 16.2
NC(=O)c1nnsc1Sc1c(C(N)=O)nnn1-c1cccc(N)c1
    8.5, 3.1, 2.2, -4.0, -2.1, -14.8, -1.8, -9.1, -4.4
COc1ccc(-n2c(C)c3c(OC)cccc(=O)c3c2C)cc1
    15.9, x, 2.5, -5.1, -11.7, -23.4, 0.4, x, 2.6
COc1ccc(C2=NNC(=O)CC2)cc1
    -5.8, 3.5, -4.5[fluorescence artefact?], 0.4, 2.6, -2.4, -0.5, x, 1.4
